From PubChem BioAssay
EPAC2 agonist – agonists of human EPAC2 (RAPGEF4); EPAC2 activation, biochemical qHTS; response scale: 100% = 6.5 mM cAMP response; Potency, µM (series often up to 154 µM), for the others: at the highest dose activation, actives largely listed as activators; 360,000 compounds, 0.079% hits; Q8WZA2; further: potency means the concentration at half of the fitted maximal effect; nearly all actives have a fitted effect of over 50% in size
Target sequence (Q8WZA2 whole entry, looked up): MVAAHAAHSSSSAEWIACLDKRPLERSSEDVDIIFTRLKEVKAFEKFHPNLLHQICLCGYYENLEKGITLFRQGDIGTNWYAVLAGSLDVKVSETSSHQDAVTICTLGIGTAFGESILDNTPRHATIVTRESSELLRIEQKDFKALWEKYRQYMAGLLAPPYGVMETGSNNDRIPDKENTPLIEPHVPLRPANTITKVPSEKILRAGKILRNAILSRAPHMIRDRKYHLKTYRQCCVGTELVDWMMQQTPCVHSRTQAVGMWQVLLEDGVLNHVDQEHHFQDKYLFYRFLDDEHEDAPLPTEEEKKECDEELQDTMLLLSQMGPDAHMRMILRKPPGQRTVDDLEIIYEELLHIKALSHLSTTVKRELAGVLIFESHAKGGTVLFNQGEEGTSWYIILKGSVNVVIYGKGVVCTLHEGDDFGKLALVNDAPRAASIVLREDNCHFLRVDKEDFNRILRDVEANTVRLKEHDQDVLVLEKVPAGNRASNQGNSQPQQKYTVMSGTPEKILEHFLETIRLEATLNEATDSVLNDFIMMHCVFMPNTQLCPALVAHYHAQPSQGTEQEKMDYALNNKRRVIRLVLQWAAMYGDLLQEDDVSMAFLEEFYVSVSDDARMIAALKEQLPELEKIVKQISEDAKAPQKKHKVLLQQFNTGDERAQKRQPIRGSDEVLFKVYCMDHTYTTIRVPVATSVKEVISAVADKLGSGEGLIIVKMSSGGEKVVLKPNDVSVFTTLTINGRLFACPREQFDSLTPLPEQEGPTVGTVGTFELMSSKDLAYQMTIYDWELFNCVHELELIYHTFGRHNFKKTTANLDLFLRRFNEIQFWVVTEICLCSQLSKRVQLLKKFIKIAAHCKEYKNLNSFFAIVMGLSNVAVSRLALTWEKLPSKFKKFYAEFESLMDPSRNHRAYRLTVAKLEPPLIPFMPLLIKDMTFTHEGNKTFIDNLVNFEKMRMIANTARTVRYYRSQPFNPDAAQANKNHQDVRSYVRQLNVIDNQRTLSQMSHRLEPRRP
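In this primary screen, activation is scored as increased exchange of BODIPY-GDP from Rap1B by 100 nM EPAC2, with 50 uM GDP as competitor. Signal is normalized to the 6.5 mM cAMP agonist control.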
A549 viability – counter-screen for Nrf2 inhibitors: cytotoxicity in A549 cells. AID 504648. A549 ARE-Fluc cells, CellTiter-Fluor viability, 18-24 h. 390,000 compounds, 0.16% hits. Potency, µM (top dose mostly 46 µM), inactives show at the top dose activity change, negative = cytotoxicity, actives largely listed as inhibitors; further: potency means the concentration at half of the fitted maximal effect; on the % scale 0 is the no-effect control and ±100 the full control effect
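Cytotoxicity counterscreen: CellTiter-Fluor fluorescence was measured in A549 ARE_Fluc cells after 18-24 h of compound exposure in a concentration series. The subsequent BugLite luminescent read reports ARE-luciferase activity.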
Nrf2 activator – activators of Nrf2 (ARE) signaling | AREc32 ARE-luciferase reporter (MCF7-derived line), luminescence, 24 h | Potency, µM (top dose mostly 46.1 µM), without a hit: top-dose activation, hits mostly activators | 410,000 compounds, 0.31% hits | AID 624171; further: potency means the concentration at half of the fitted maximal effect; % of control where 0% means no effect; nearly all actives have a fitted effect of over 65% in size
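Each well held 1000 AREc32 cells, which were incubated with compound for 24 hr at 37 deg C after overnight attachment, and ARE reporter activity was quantified by firefly luciferase luminescence.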
MmCpn inh – blocks the Methanococcus maripaludis chaperonin Mm-Cpn; Potency, µM (highest dose often 76.9 µM), inactives show at the highest dose activity, negative = inhibition, usual class: inhibitors; 330,000 compounds, 0.031% hits; AID 504842; purified Mm-Cpn ATPase, ADP Transcreener TR-FRET; further: potency means the concentration at half of the fitted maximal effect; on the % scale 0 is the no-effect control and ±100 the full control effect; nearly all actives have a fitted effect of over 80% in size
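ATP (10 uM final) was added to archaeal chaperonin (25 nM final) after 10 min exposure to test compound at 37°C; after 30 min further incubation, ADP was detected by competitive TR-FRET.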
TGFb inhibitor – TGF-b pathway inhibition. HepG2 CAGA-GFP TGF-b/SMAD3 reporter, GFP fluorescence, 18 h; TGF-beta stimulated, 500 pg/mL final. Potency, µM (top dose mostly 46.1 µM), for inactives: at the top dose activity, negative = inhibition, most hits filed as inhibitors. 410,000 compounds, 1.2% hits. AID 588855; further: potency means the concentration at half of the fitted maximal effect; on the % scale 0 is the no-effect control and ±100 the full control effect; nearly all actives have a fitted effect of over 65% in size
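Read-out: total well GFP (ex488/em500-530) summed from mean per-cell fluorescence. Cells: HEPG2 CAGA-GFP, 1% FBS DMEM, 18 h at 37 degrees C with 500 pg/mL final TGF-beta. Unstimulated wells served as the full-inhibition control; stimulated DMSO wells = 0%.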
CCT modulator – changes cytosolic chaperonin activity; purified chaperonin ATPase assay, HTRF ADP detection, 30 min; activity change, % (concentration not given with the values), hits read low; 360,000 compounds, 0.3% hits; in the data active means activity change below about -30%; further: on the % scale 0 is the no-effect control and ±100 the full control effect
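First, chaperonin was dispensed at 40 nM or 20 nM final depending on batch activity. Next, compounds were pinned at 76 uM and ATP added at 10 uM. After 30 min at 37 °C, ADP detection reagents ran 30 min at ambient temperature.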
Nrf2 inh – Nrf2 pathway inhibition | 360,000 compounds, 2.1% hits | A549 ARE-Fluc reporter, luciferase luminescence, 18-24 h | Potency, µM (titrated, usually from 46 µM), for inactives: at the highest dose activity change, negative = inhibition, actives largely listed as inhibitors; further: potency means the concentration at half of the fitted maximal effect; on the % scale 0 is the no-effect control and ±100 the full control effect; nearly all actives have a fitted effect of over 60% in size
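A549 ARE_Fluc cells (5000/well, 5% FBS OPTI-MEM) pre-incubated 2 h, then treated with compounds 18-24 h at 37C/5% CO2 in concentration-response. CellTiter-Fluor viability read first; BugLite luciferase luminescence after 15 min at room temperature gives Nrf2 activity.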
pAkt inh – Akt phosphorylation inhibition; Neuro2A IGF-stimulated pAkt S473 HTRF, 20 min; active compounds read low; activity change, % for hits at 50 µM; 360,000 compounds, 0.32% hits; in the data active means activity change below about -80%; inconclusive means mostly about -51% to -80%; further: on the % scale 0 is the no-effect control and ±100 the full control effect
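Neuro2A cells (4,500/well, DMEM with 0.5% FBS) were treated with compound at a single 50 µM final concentration, stimulated with 6 nM IGF for 20 min at 37 °C, and lysed. Phospho-Akt Ser473 was read by HTRF as 665/615 ratio ×10^4.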
EPAC2 antagonist – antagonists of human EPAC2 | Q8WZA2 | EPAC2 GEF exchange of Rap1B-BODIPY-GDP, fluorescence | Potency, µM (top dose mostly 114 µM), for inactives: at the top dose activity, negative = inhibition, most hits filed as inhibitors | 360,000 compounds, 0.18% hits | AID 720708; further: potency means the concentration at half of the fitted maximal effect; on the % scale 0 is the no-effect control and ±100 the full control effect; nearly all actives have a fitted effect of over 45% in size; many of its hits are not listed in these tables
The depositor's hits bear a star; i = inactive; u = inconclusive; x = not tested or not shown; & = joins results of further samples; [ ] = dose if it differs, or a comment. Unless noted, the call rests on the fitted dose curve; in most records, active means well fitted curve in the direction sought with a large enough effect; inconclusive means small, poorly fitted or top-dose-only effect, or another doubt; inactive means no such curve, though single readings can be large; an effect the other way counts as inactive or inconclusive.

SMILES	EPAC2 agonist	A549 viability	Nrf2 activator	MmCpn inh	TGFb inhibitor	CCT modulator	Nrf2 inh	pAkt inh	EPAC2 antagonist
CCc1nc2ccc(C(=O)Nc3cccc(OCC(=O)N(C)C)c3)cn2c1N(C)Cc1cc2ccccc2s1	10%	x	0.5%[9.22 µM]	x	u	-0.4	x	i	-22%
Cc1c(C(=O)NCc2cccs2)oc2ccc(Br)cc12	24%	x	4.2%	-20%	-14%	-0.5	17%	i	-4%
CC(C)CCC[C@](C)(O)c1ccc(C(=O)O)cc1O	-2%	x	-0.2%	x	x	-1.3	x	i	6%
CN1CCN(c2ccc(S(=O)(=O)N3CCCCC3)cc2NC(=O)Cc2c(F)cccc2Cl)CC1	-4%	-1%	0.6%	-3%	1%	0.4	10%	i	5%
CCn1c(/C=C/c2cccc([N+](=O)[O-])c2)nc2ccccc2c1=O	2%	-8%	u	-2%	-5%	0.3	-27%	i	-2%
CCCCOC1(c2ccccc2)OC(=O)c2ccccc21 (stereo not given)	2%	-6%	0.2%	1%	u	-2.1	-13%	i	-28%
COc1ccc(C(O)c2nc3ccccc3n2C)cc1OC (stereo not given)	1%	-5%[1.84 µM]	-0.3%	1%	-8%	-1.4	3.7µM*	i	13%
CCOC(=O)CSc1nnc(CNC(=O)Cc2ccccc2)n1C	11%	13%	-0.1%	2%	20%	1.2	x	i	-10%
Cc1cc(C)cc(Oc2ccc(NC(=O)C3CC=CCC3C(=O)O)cc2)c1 (stereo not given)	-6%	-7%	0.2%	1%	-4%	-13	u	i	-6%
CCCN1CCC(=O)N([C@H](CO)c2ccccc2)CC1	7%	-2%	-1.2%	-4%	4%&7%	0.2	18%	i	1%

Compound profiles, as listed above. Order of values: EPAC2 agonist	A549 viability	Nrf2 activator	MmCpn inh	TGFb inhibitor	CCT modulator	Nrf2 inh	pAkt inh	EPAC2 antagonist
`CCOC(=O)CSc1nnc(CNC(=O)Cc2ccccc2)n1C` as listed: 11%	13%	-0.1%	2%	20%	1.2	x	i	-10%
`CC(C)CCC[C@](C)(O)c1ccc(C(=O)O)cc1O` as listed: -2%	x	-0.2%	x	x	-1.3	x	i	6%
`Cc1cc(C)cc(Oc2ccc(NC(=O)C3CC=CCC3C(=O)O)cc2)c1` (stereo not given) as listed: -6%	-7%	0.2%	1%	-4%	-13	u	i	-6%

Molecules above with sulfur, in the order listed:
SMILES	EPAC2 agonist	A549 viability	Nrf2 activator	MmCpn inh	TGFb inhibitor	CCT modulator	Nrf2 inh	pAkt inh	EPAC2 antagonist
CCc1nc2ccc(C(=O)Nc3cccc(OCC(=O)N(C)C)c3)cn2c1N(C)Cc1cc2ccccc2s1	10%	x	0.5%[9.22 µM]	x	u	-0.4	x	i	-22%
Cc1c(C(=O)NCc2cccs2)oc2ccc(Br)cc12	24%	x	4.2%	-20%	-14%	-0.5	17%	i	-4%
CN1CCN(c2ccc(S(=O)(=O)N3CCCCC3)cc2NC(=O)Cc2c(F)cccc2Cl)CC1	-4%	-1%	0.6%	-3%	1%	0.4	10%	i	5%
CCOC(=O)CSc1nnc(CNC(=O)Cc2ccccc2)n1C	11%	13%	-0.1%	2%	20%	1.2	x	i	-10%

New compounds follow:
SMILES	EPAC2 agonist	A549 viability	Nrf2 activator	MmCpn inh	TGFb inhibitor	CCT modulator	Nrf2 inh	pAkt inh	EPAC2 antagonist
COc1ccc(COC(=O)C2=C(C)NC(=O)NC2c2ccc(O)c(OC)c2)cc1 (stereo not given)	1%	0%	5.2%	-3%	14%	-1.7	7%	i	3%
O=C(CCN1C(=O)/C(=C\c2ccc(F)cc2)SC1=S)Nc1ccc(O)cc1	18%	0%	2.8%	1%	14%	0.4	4%	i	-3%
FC(F)(F)c1cccc(CN2CCN(c3ncccn3)CC2)c1	-7%	3%	0.2%	x	0%	0.8	8%	i	1%
CC(=O)c1c(C)nc(-c2ccc(Cl)cc2Cl)n1O	-11%	-14%	-0.2%	0%	2%	-4.4	x	i	3%
COC(=O)CCCC1=CC2=C(c3ccccc3)C(=O)C(C)(OC(=O)C3CCCC3)C(=O)C2=CN1C1CCCC1 (stereo not given)	6%	-11%	-0.3%	-3%	0%	-0.9	-16%	i	-12%
CCOC(=O)CSc1nc2sc3c(c2c(=O)n1CC)CC(C)(C)OC3	13%	-5%	0.1%	-6%	2%	1.2	0%	i	-5%
CCc1ccc(CNC(=O)C2CCCN(S(=O)(=O)N(CC)c3ccccc3)C2)cc1 (stereo not given)	15%	5%	0.7%	2%	-21%	-1.8	-7%	i	-12%
CN(C)c1ccc(NC(=O)Nc2csc3ccccc23)cc1	-1%	0%	4.4%	-9%	-11%	-1.7	u	i	18%
CC1(C(=O)O)CCC(C(=O)Nc2ccc3ccccc3c2)C1(C)C (stereo not given)	-1%	-5%	-0.6%	0%	-13%	-3.3	1%	i	-1%
CSCC[C@H](Nc1ncnc2sc(C)c(C)c12)C(=O)O	7%	-2%	-0.5%	0%	0%	-1.1	u	i	26%
COc1ccc2sc(N(CCCN(C)C)C(=O)c3ccc(S(=O)(=O)N(C)C4CCCCC4)cc3)nc2c1	10%	-6%	5.3%	-3%	u	1.4	0%	i	-5%
CC1(C)Cc2ccccc2C(CSc2ccccc2C(=O)O)=N1	15%	1%	2.4%	0%	-4%	-0.7	6%	i	0%
O=C(NC(=S)Nc1ccccc1N1CCCC1)c1cccc(F)c1	8%	8%	28%	1%	-6%	0.8	13%	i	-30%
CC(C(=O)NCC1CCCCC1)N1CCN(S(=O)(=O)/C=C/c2ccccc2)CC1 (stereo not given)	-5%	1%	0.2%	0%	3%	-3.0	14%	i	-5%
CCOC(=O)N1CCC(NC(=O)CCc2c(C)nc3c(c(C)nn3-c3ccccc3)c2C)CC1	6%	0%	-0.1%	x	15%	-0.5	-9%	i	6%
CC(=O)c1ccc(NC(=O)COC(=O)/C=C/c2cccs2)cc1	1%	-2%	6.4%	0%	-11%	0.5	1%	i	-5%
COc1cc2c(cc1N)-c1ccc(N)cc1C2	-5%	0%	7.1%	x	0%	-1.4	24%	i	20%
O=C(CSc1ccc(-c2cccc([N+](=O)[O-])c2)nn1)N1CCCC1	5%	4%	4.2%	3%	2%	-3.4	-24%	i	6%
CN1C(=O)N(CC(=O)N2CCN(S(=O)(=O)c3ccc(Cl)s3)CC2)C(=O)C12CCCCC2	5%	-4%	-0.4%	1%	-30%	-0.2	-15%	i	-1%
CCCNC(=O)Cc1cc(=O)[nH]c(=O)[nH]1	9%	1%	-0.2%	1%	17%	-3.0	4%	i	1%
CC1CCCN(c2ncnc3c2nc2n3CCCCC2)C1 (stereo not given)	x	10%	3.6%	x	-9%	x	u	x	x
Cc1cccc(C)c1NC(=O)C1CC(=O)N(C(C)C)C1 (stereo not given)	0%	-1%	-1.1%	0%	-6%	-0.7	-10%	i	9%
O=C(c1ccc(Cl)cc1)c1cnc(-c2ccc(Cl)cc2)s1	-4%	-16%	-0.4%	-2%	-2%	-1.8	13%	i	-4%
CN(C(=O)CSc1nnc(-c2ccco2)n1C)C1CCCCC1	-2%	3%	0.3%	2%	7%	-3.7	0%	i	-28%
CN(c1ccc(OCC(=O)OCC(=O)Nc2ccc(Br)cc2)cc1)S(=O)(=O)c1cccs1	6%	0%	3.6%	0%	-4%	0.0	3%	i	6%
Clc1ncc(CN2CCN(Cc3ccccc3)CC2)s1	0%[15.6 µM]	0%	-0.1%	-1%	7%	-1.5	11%	x	5%
O=C(N/N=C/C=C/c1ccccc1)c1cc(C2CC2)[nH]n1	-8%	-2%	-0.5%	0%	0%	-0.4	u	i	6%
S=c1[nH]nc(COc2ccccc2)n1/N=C/c1ccccc1Cl	-12%	0%	2.7%	0%	0%	0.3	-15%	i	-12%
OC(C#CCN1CCCCC1)(c1ccccc1)c1ccccc1	-2%	0%	-0.2%	0%	-3%	-0.4	-6%	i	-8%
Cc1cc(C)c(NC(=O)Cn2nnc(C(=O)NCc3ccco3)c2N)c(C)c1	2%	-6%	0.1%	3%	1%	0.8	-4%	i	2%
O=C(CSc1nnc(NC(=O)CN2CCOCC2)s1)Nc1ccccc1	10%	11%	0.0%	1%	5%	-2.9	-19%	i	-5%
CCOc1ccc(/C=N/n2cnnc2)cc1	8%	-3%	-0.3%	-1%	34%	-1.7	15%	i	5%
CC(C)N1C(=O)CC(Nc2cccc3cccc(N)c23)C1=O (stereo not given)	5%	-11%	21%	1%	0%	-0.6	0%	i	5%
CCOC(=O)COc1ccc(/C=C2\NC(=S)N(CC)C2=O)cc1	-2%	-17%	1.9%	-1%	19%	-1.5	-5%	i	-14%
CSc1nc(C2CC2)cc(-c2cccs2)c1C#N	7%	u	-1.4%	-8%	5.6µM*	1.8	u	i	7%
CC(=O)/C(=C/N(C)C)Sc1ccc(C)cc1	-8%	7%	3.3%	0%	0%	-1.5	u	i	u
CC(=O)Nc1ccc(S(=O)(=O)Nc2nc3ccccc3nc2N2CCCCCC2)cc1	16%	-16%	-1.1%	-4%	3%	0.7	-18%	i	4%
O=C(NCCc1ccccc1)c1ccc(CS(=O)(=O)c2ccc(Br)cc2)o1	4%	6%&-5%	4.7%&6.5%	2%	-22%&-20%	1.0	10%&-4%	i	3%
CCOC(=O)c1cnn(-c2ncnc3sc(CC)cc23)c1N	8%	9%	7.5%	0%	-7%	-3.8	18%	i	10%
COc1cccc(N2CCN(CC(=O)Nc3ccccc3C(=O)NCCc3ccccc3)CC2)c1	8%	-1%	2.2%	-7%	5%	-1.9	u	i	-1%

An excerpt; the hit share may differ from the screen's.
